EphA4 KYL inhibition: inhibitors of EphA4 binding to KYL peptide, primary screen, biochemical, colorimetric, mouse EphA4 (AID 689). inhibition, % at 10 µM; hits with a dose series show IC50 in µM. actives 0.1% (n = 62,000). EphA4-AP binding to KYL peptide, pNPP A405; higher % means a stronger effect; in the data active = a potency from the dose series; inactive = the rest, 99 in 100 with inhibition below about 22%
* = called active by the depositor.

molecule	EphA4 KYL inhibition
CCC(CCC(=O)Nc1nncs1)C(=O)O (stereo unspecified)	-17.3%
COc1ccc(N=C2S/C(=C\c3ccc(C)o3)C(=O)N2CC(C)C)cc1	-3.9%
Cc1ccc(-c2cc(-c3ccccc3)c3c(N)c(S(C)(=O)=O)sc3n2)cc1	3.8%
CCCCSc1nnc([C@@H](NC(=O)OC(C)(C)C)C(C)C)o1	-18.9%
O=C1/C(=C/c2ccccc2OCc2ccc([N+](=O)[O-])cc2)SC(=S)N1c1ccccc1	-7.4%
Cc1ccc(NC(=O)CSc2n[nH]c(-c3ccncc3)n2)cc1	-7.5%
O=C1CCCc2nc(N3CCN(c4ccccc4)CC3)ncc21	-5.1%
CCN1C2=NCCCN2c2cc(C)c(C)cc21	-6.6%
CN(c1nc2ccccc2n2c(-c3ccco3)nnc12)S(=O)(=O)c1ccccc1	13.2%
Cc1cc(C)c(C#N)c(Oc2ccccc2)n1	-10.1%
Cc1ccccc1NC(=O)c1ccc(N/N=C/c2ccccc2O)c([N+](=O)[O-])c1	-4.7%
CCc1cc2ccccc2nc1SCC(=O)Nc1cc(C)on1	-18.6%
CCOC(=O)Cc1csc(NS(=O)(=O)c2ccc(F)cc2)n1	-15.2%
O=c1cc(-c2ccccc2)nc2cc(-c3ccc(F)cc3)[nH]n12	-6.0%
COc1ccc(NC2c3ccccc3C(=O)N2c2ccccn2)cc1Cl (stereo unspecified)	-5.8%
Cc1ccc(N2NC(=O)/C(=C/c3ccc(Cl)cc3)C2=O)cc1	-12.4%
Cc1cccc(NC(=O)C(=O)NCc2ccccn2)c1	-10.0%
CC1CCN(C(=O)CSc2nnc(CNC(=O)c3ccco3)o2)CC1	-1.6%
COc1ccccc1-c1cc(C(=O)NCCN2CCOCC2)no1	-2.6%
O=C(CCN1C(=O)COc2ccccc21)NCc1cccs1	-6.4%
CCc1c(C)n([O-])c2c([n+]1=O)CCCCC2	-5.5%
CCCC(=O)Nc1ccc2c(c1)nc(CCNC(=O)c1ccccc1)n2C	-15.3%
O=C(CNC(=O)Cn1ccc2ccccc2c1=O)NCCCN1CCN(c2cccc(Cl)c2)CC1	-6.3%
Cc1cc(N2CCC(C)CC2)n2ncc(-c3ccccc3)c2n1	2.5%
O=C(c1ccccc1)n1ccc(-c2cnc(-c3ccccc3)s2)n1	-9.8%
COc1cccc(C(=O)NC(NC(=S)Nc2cc(Cl)ccc2Cl)C(Cl)(Cl)Cl)c1 (stereo unspecified)	-5.4%
CC(=O)c1ccc(N2CCN(C(=O)c3ccc(OCc4c(C)noc4C)cc3)CC2)cc1	-1.9%
CCOc1ccc(NC(=S)Nc2cc(-c3ccccc3)[nH]n2)cc1	-2.5%
COc1ccc(C2=NOC(C(=O)NCc3cccs3)C2)cc1OC (stereo unspecified)	-3.5%
NC(=O)CN1CCN(c2nc(-c3ccc(F)cc3)cs2)CC1	-6.2%
COc1cc(CNCc2cccs2)ccc1OCc1cccs1	-18.5%
COc1ccc(Cl)cc1NC(=O)CN(c1ccccc1)S(=O)(=O)c1ccccc1[N+](=O)[O-]	-7.4%
CCCCSc1nnc(CSc2nc3nc(C)cc(C)n3n2)o1	-4.6%
CCOc1c(/C=C2\C(=O)NN(c3ccccc3)C2=O)cccc1OC	7.1%
O=C(O)Cc1c(O)ccc2ccccc12	-12.2%
O=C(Nc1cccc(-c2nc3ncccc3o2)c1)c1sc2cc(Cl)ccc2c1Cl	-31.5%
CC(=O)C1=C(O)C(=O)N(c2nc3ccccc3s2)C1c1ccc(Cl)cc1Cl (stereo unspecified)	-5.0%
CC1CCCN(c2nc3c(c(=O)[nH]c(=O)n3C)n2CCSc2nc3ccccc3o2)C1 (stereo unspecified)	2.1%
CC1(C)CC(NS(=O)(=O)c2ccc(Cl)cc2)CC(C)(C)N1	0.4%
Cc1cc(NC(=O)c2sccc2C)n(-c2cccc(Cl)c2)n1	-1.4%
O=C(NCc1ccccn1)/C(=N/O)c1ccccc1	-9.5%
c1ccc(-n2nnnc2Oc2ccc(-n3ccnc3)cc2)cc1	-13.2%
CCC1CCCCN1CCNC(=O)CNS(=O)(=O)c1ccc2nc(C)sc2c1 (stereo unspecified)	-6.4%
Cc1ccc(-n2ncc3c(=O)n(CC(=O)NC4CCCCC4)cnc32)cc1	-10.5%
O=C1CC(c2ccc(Cl)cc2)n2nc(N3C(=O)CCC3=O)nc2N1 (stereo unspecified)	-12.4%
CCN(CC)S(=O)(=O)c1ccc(C(=O)NCc2ccc(C)cc2)cc1	13.0%
CSCC[C@H](NC(=O)NCc1cccs1)C(=O)O	-5.3%
O=C(NCc1ccccc1)c1ccc2nccnc2c1	-12.5%
Cc1ccc(NS(=O)(=O)c2ccc(OCC(=O)Nc3cccc([N+](=O)[O-])c3)c(C)c2)cc1	5.0%
COc1ccc2cc(C(c3nnnn3Cc3ccccc3)N3CCCCCC3)c(=O)[nH]c2c1 (stereo unspecified)	0.2%

(further entries)
molecule	EphA4 KYL inhibition
CC(NC(=O)c1ccccc1NC(=O)c1cccnc1)c1ccccc1 (stereo unspecified)	-13.4%
Cc1ccc(C(=O)NCCN2CCOCC2)cc1Cl	-3.5%
COC(=O)C(C(=O)OC)=C(/C=C/C=C/N(C)C)N(C)C	-2.6%
CSc1sc(C)cc1C1C(C#N)=C(N)N(c2cccnc2)C2=C1C(=O)CC(C)(C)C2 (stereo unspecified)	-0.9%
COc1ccc(/C=N/NC(N)=S)cc1OC(=O)c1cccc2ccccc12	-8.0%
O=C(CN1CCOc2ccccc21)NCc1cccs1	-9.8%
C/C(=N\NC(=O)c1[nH]c2c([N+](=O)[O-])cc(C)cc2c1-c1ccccc1)c1cccnc1	-15.7%
COc1ccc(CC2C(=O)OC(C)(C)OC2=O)cc1	-22.5%
N/C(COc1ccccc1)=N\NC(=O)c1cccnc1Oc1ccccc1	-4.7%
CCc1cc2c(-c3ccccc3)cc(=O)oc2c(CN2CCOCC2)c1O	13.2%
CCCNC(=O)C(Cc1ccccc1)NS(=O)(=O)c1ccc2c(c1)CCC(=O)N2 (stereo unspecified)	-2.3%
CCOC(=O)CSCCOc1ccc(/C=C2/C(=O)NC(=O)N(c3ccc(OC)cc3)C2=O)cc1OC	-0.3%
Cc1cc(C)nc(-n2nc(C)c(Oc3ccccc3O)c2C)n1	2.2%
CC1(C)CC(NC(=O)C23CCC(C)(C(=O)C2)C3(C)C)CC(C)(C)N1 (stereo unspecified)	-3.6%
Clc1ccc(OCc2nn3c(C4CCCCC4)nnc3s2)c(Cl)c1	-4.9%
O=C(c1ccccn1)c1ncc(C(F)(F)F)cc1Cl	-2.4%
N=c1sccn1CC(=O)N1CCc2ccccc21	-3.9%
Nc1ccc(C#Cc2ccccc2)cc1	-14.6%
O=C(Nc1ccc(N2CCOCC2)cc1)NC1CCCCC1	3.2%
Cc1ccc(-c2cc(NC(=O)c3ccccc3[N+](=O)[O-])n[nH]2)cc1	8.2%

An excerpt of these results, with the structure last:
EphA4 KYL inhibition | SMILES
-0.3% | CCOC(=O)CSCCOc1ccc(/C=C2/C(=O)NC(=O)N(c3ccc(OC)cc3)C2=O)cc1OC
2.2% | Cc1cc(C)nc(-n2nc(C)c(Oc3ccccc3O)c2C)n1
-3.6% | CC1(C)CC(NC(=O)C23CCC(C)(C(=O)C2)C3(C)C)CC(C)(C)N1 (stereo unspecified)

(cont.)
molecule	EphA4 KYL inhibition
O=C(CN(CCc1ccccc1)S(=O)(=O)c1ccc(Br)cc1)NCc1ccccn1	11.7%
Clc1nnc(N/N=C/c2ccccc2)c2ccccc12	-16.7%
COCCCNC(=O)C1C2C=CC3(CN(Cc4ccc(C)cc4)C(=O)C13)O2 (stereo unspecified)	-16.0%
Cc1ccc(C)c2[nH]c(=O)c(CN(CC3CCCO3)S(=O)(=O)c3ccc4c(c3)OCCO4)cc12 (stereo unspecified)	-0.3%
CCC(=O)N1c2ccc(S(=O)(=O)CCC(=O)Nc3nccs3)cc2CC1C (stereo unspecified)	-8.5%
Cn1nnnc1CCOCCc1nnnn1C	-3.7%
CCCCn1c(=N)n(CC(=O)c2ccco2)c2ccccc21	-12.6%
Cc1ccc(S(=O)(=O)N2CC3(C)CN(S(=O)(=O)c4ccc(C)cc4)CC(C)(C2)C3=O)cc1	-12.4%
CCOC(=O)C1CCCN(c2ncnc3c2[nH]c2cccc(OC)c23)C1 (stereo unspecified)	10.6%
O=C(C1c2ccccc2Oc2ccccc21)N1CCN(c2ccc(Cl)cc2)CC1	10.9%
Cc1cc(C)c[n+](-c2nc([O-])sc2C=O)c1	-14.7%
COc1ccc(C2(CNC(=O)CCC(=O)O)CCCC2)cc1OC	-1.1%
CCOc1ccccc1NC(=O)CN(c1ccc(C)cc1)S(=O)(=O)c1ccc(F)cc1	-3.9%
COc1ccc(OCC(=O)N2CCN(c3cccc(C(F)(F)F)c3)CC2)cc1	-5.3%
CCOC(=O)N1CCN(c2c(NCc3ccc(N(C)C)cc3)c(=O)c2=O)CC1	-9.1%
O=C(O)CCCC(=O)Nc1c(F)c(F)c(F)c(F)c1F	-6.0%
Cc1ccc(S(=O)(=O)N/N=C/c2cc(Br)c(C)o2)cc1	-5.5%
CCNC1=C(Cl)C(=O)c2ccccc2C1=O	-15.6%
COc1ccc(CN(C(=O)c2ccco2)c2ccc(Br)cc2)cc1OC	-6.2%
COc1cc(NC(=O)c2ccc([N+](=O)[O-])cc2)ccc1NC(=O)c1ccco1	7.6%
CCOCCCN1CC(C(=O)NCCc2ccc(C)cc2)CC1=O (stereo unspecified)	-10.7%
COc1cccc(N2C(=O)CC(Nc3ccc(N4CCOCC4)cc3)C2=O)c1 (stereo unspecified)	-7.5%
c1n[nH]c(SCCCCSc2ncn[nH]2)n1	-11.3%
CC(C)(C)N(Cc1cc2ccccc2[nH]c1=O)C(=O)c1cccnc1	-9.9%
CCOC(=O)C1CCCN(C(=O)CN2C(=O)COc3ccc(C(C)(C)C)cc32)C1 (stereo unspecified)	-3.8%
Cc1csc(-c2cnn(-c3ccccc3)c2NC(=O)c2ccc(C(F)(F)F)cc2)n1	-5.0%
Cc1[nH]c2ccccc2c1C(=O)CSCC(=O)O	-14.4%
C/C(=C\C(=O)c1ccc(Cl)cc1)Nc1ccc(N2CCOCC2)cc1	-7.4%
Cn1c(-c2ccc3nc(N)sc3c2)nc2cc(N)ccc21	13.7%
CCOC(=O)C(C)Oc1ccc2c(C)c(C)c(=O)oc2c1 (stereo unspecified)	6.7%

Reprinted at random: 2 records from the list, in no set order.
molecule	EphA4 KYL inhibition
Cc1csc(-c2cnn(-c3ccccc3)c2NC(=O)c2ccc(C(F)(F)F)cc2)n1	-5.0%
c1n[nH]c(SCCCCSc2ncn[nH]2)n1	-11.3%

Continuation:
molecule	EphA4 KYL inhibition
CCOC(=O)Cn1c(=O)n(Cc2ccco2)c(=O)c2ccc(C(=O)NCCc3ccccc3)cc21	13.5%
Cc1ccc(C(=O)Nc2ccc(S(=O)(=O)Nc3ncccn3)cc2)cc1[N+](=O)[O-]	1.8%
Cc1ccc(OCCNC(=O)c2ccc(C)cc2)cc1	5.5%
Cc1ccc(S(=O)(=O)N2CCOCC2)cc1C(=O)N1CCOCC1	-18.1%
c1ccc(Nc2nc3ccccc3[nH]2)nc1	3.4%
C/C(=N\OC(=O)NC(C)C)c1sc(-c2ccccc2)nc1C	-9.2%
CCOC(=O)C1=C(C)N=c2s/c(=C/c3ccc(C(=O)OC)cc3)c(=O)n2C1c1ccc(OC(C)=O)cc1 (stereo unspecified)	-5.4%
CCCn1c(SCC(=O)N2CCc3ccccc32)nnc1-c1ccco1	-3.0%
CCOC(=O)COc1ccc2c(c1)C(=O)CC(C)(C)O2	-16.8%
CCCC(=O)Nc1nc2nc(-c3ccccc3)cc(-c3ccccc3)n2n1	-16.8%
CCc1nc(NCC2CCCO2)c2oc3ccccc3c2n1 (stereo unspecified)	5.1%
Cn1nc([N+](=O)[O-])nc1Oc1ccccc1N	-12.8%
c1ccc2c(-c3nc4ncccc4o3)cccc2c1	-7.5%
CCOC(=O)C1=C(Nc2ccc(Br)cc2)CC(C)(O)C(C(=O)OCC)C1c1ccccc1 (stereo unspecified)	-0.4%
Cc1ccc(NC(=O)c2ccc(-n3cccn3)c([N+](=O)[O-])c2)cc1C	-0.8%
CC1(C)OC(=O)C(=NNc2ccc(O)cc2)C(=O)O1	-0.9%
O=C(Nc1ccc(CCC(=O)N2CCCC2)cc1)c1ncn[nH]1	-6.0%
COC(=O)c1nc(C(=O)OC)c(C(=O)OC)nc1C(=O)OC	-13.9%
COc1ccc(CCN2C(=S)NC3CC2(C)Oc2ccc([N+](=O)[O-])cc23)cc1OC (stereo unspecified)	-4.6%
c1coc(CNc2c3c(nc4ncnn24)CCC3)c1	-1.9%
CCOC(=O)/C(C#N)=C(\N)C(C)C(=O)Nc1ccccn1 (stereo unspecified)	-9.5%
Cc1ccc(OCC(=O)Nc2ccc(Cl)cn2)c(Br)c1	-9.9%
Cc1ccc(S(=O)(=O)N2CC3CCC2C3)cc1 (stereo unspecified)	3.3%
O=C(COC(=O)C1CCCN1C(=O)Oc1ccccc1)c1ccc([N+](=O)[O-])cc1 (stereo unspecified)	7.4%
CCc1cc(=O)oc2cc(OCC(=O)C(C)(C)C)ccc12	-4.8%
Cc1ccc2oc(=O)c3cnn(CC(=O)NC4CCCCC4C)c3c2c1 (stereo unspecified)	-8.6%
CCOc1ccc(NC(=O)c2cc(C(=O)O)ccc2C(=O)O)cc1	8.7%
Cc1c(NC(=O)NCCN2C(=O)C3C4C=CC(C4)C3C2=O)c(=O)n(-c2ccccc2)n1C (stereo unspecified)	-4.1%
O=C(OCN1C(=O)c2ccccc2C1=O)c1ccco1	1.9%
COC(=O)CC1SC(=O)NC1=Nc1ccccc1 (stereo unspecified)	-12.7%

Assay outcomes deposited in PubChem BioAssay by Sanford-Burnham Center for Chemical Genomics.

These rows are one share of the data. The share of hits here may be higher or lower than overall.
